# Source: PubChem
# GALK inh = qHTS Assay for Inhibitors of Human Galactokinase (GALK); Purified GALK, Kinase-Glo residual ATP luminescence; 270,000 compounds, 0.007% hits; P51570; Potency, µM (highest dose often 57.5 µM), for inactives: at the highest dose activity change, negative = inhibition, most hits filed as inhibitors; further: potency means the concentration at half of the fitted maximal effect; on the % scale 0 is the no-effect control and ±100 the full control effect
#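 Galactose (100 uM) and ATP (35 uM) were turned over by 5 nM GALK for 1 h at RT. Kinase-Glo Plus then converted the remaining ATP into a luminescent signal.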
# TSG101-PTAP inh = qHTS Assay for Iinhibitors of HIV-1 Budding by Blocking the Interaction of PTAP/TSG101; AID 493005, 2010; 340,000 tested, under 10 active; Fluorescence polarization, FITC-PTAP peptide / Tsg101 binding; Potency, µM (doses to about 115 µM), inactives show top-dose activity change, negative = inhibition, actives largely listed as inhibitors; active means well fitted inhibition curve with a large enough effect in the main read-out, with a control signal flat, not every such curve was filed as active; inconclusive means small, poorly fitted or top-dose-only effect, or effect the other way, or a change in a side signal; inactive means no such curve, though single readings can be large or run the other way; further: potency means the concentration at half of the fitted maximal effect; % of control where 0% means no effect
#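 FP read-out: FITC-PTAP peptide, 50 nM final, binding Tsg101 binding domain, 10 uM final; 20 min, r.t.; 10 mM HEPES pH 7.5, 0.15 M NaCl, 0.01% Tween 20, 3 mM EDTA, 0.1 mM TCEP.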
# Menin-MLL TR inh = qHTS Assay for Inhibitors Targeting the Menin-MLL Interaction in MLL Related Leukemias: Competition With Texas Red Labeled MLL-derived Mutant Peptide. O00255. Menin + Texas Red MLL mutant peptide, fluorescence polarization. Potency, µM (titrated, usually from 61.6 µM), without a hit: at the top dose FP activity change, negative = inhibition, most hits filed as inhibitors. 270,000 compounds, 0.23% hits. AID 1768, 2009; active means well fitted inhibition curve with a large enough effect in the polarisation, with a control signal flat, not every such curve was filed as active; inconclusive means small, poorly fitted or top-dose-only effect, or effect the other way, or a change in a side signal; inactive means no such curve, though single readings can be large or run the other way; the % refers to the polarisation; further: potency means the concentration at half of the fitted maximal effect; % of control where 0% means no effect; many of its hits are not listed in these tables
# Target sequence (O00255 whole entry, looked up): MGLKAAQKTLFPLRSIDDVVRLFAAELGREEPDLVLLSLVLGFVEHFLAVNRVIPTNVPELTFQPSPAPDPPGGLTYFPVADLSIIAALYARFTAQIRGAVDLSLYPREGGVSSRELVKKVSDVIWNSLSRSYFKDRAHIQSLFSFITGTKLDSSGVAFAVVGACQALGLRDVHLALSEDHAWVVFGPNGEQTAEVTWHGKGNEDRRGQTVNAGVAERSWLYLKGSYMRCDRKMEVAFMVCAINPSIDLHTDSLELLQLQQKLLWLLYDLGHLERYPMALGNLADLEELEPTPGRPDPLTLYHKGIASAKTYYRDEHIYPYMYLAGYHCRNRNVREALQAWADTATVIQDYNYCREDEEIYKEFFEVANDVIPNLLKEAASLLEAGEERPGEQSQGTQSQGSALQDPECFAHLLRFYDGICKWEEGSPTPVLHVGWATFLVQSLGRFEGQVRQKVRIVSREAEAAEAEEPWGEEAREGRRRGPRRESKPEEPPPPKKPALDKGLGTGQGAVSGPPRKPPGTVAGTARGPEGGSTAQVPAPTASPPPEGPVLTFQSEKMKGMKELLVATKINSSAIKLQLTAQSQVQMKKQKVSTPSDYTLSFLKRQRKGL
# Giardia kill = Small Molecules that selectively kill Giardia lamblia: qHTS. 340,000 compounds, 0.15% hits. Giardia lamblia trophozoite viability. activity change, % at 7.66 µM, hits read low; in the data active means activity change below about -80%; inconclusive means between about -30% and that limit;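 further: parasites exposed to compound for two days anaerobically before the ATP read; on the % scale 0 is the no-effect control and ±100 the full control effect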
#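 Media and compound were dispensed first, then trophozoites at 100 cells/well; plates sat 48 hrs at 37 deg C without oxygen before ATP luminescence reagent was added and read after 15-30 min at room temperature.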
# B2AR arrestin = qHTS assay of beta-arrestin-biased ligands of beta2-adrenergic receptor; AID 492947, 2010; Beta-2 adrenergic receptor (Homo sapiens), P07550; Potency, µM (series often up to 46.1 µM), without a hit: at the top dose activation, actives largely listed as activators; beta-arrestin recruitment to beta2AR, cell-based reporter; 330,000 compounds, 0.02% hits;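 further: potency means the concentration at half of the fitted maximal effect; 0% = DMSO controls and full agonism = EC100 isoproterenol or metaproterenol; nearly all actives have a fitted effect of over 65% in size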
# S-ASM inh = Inhibitors of Secretory Acid Sphingomyelinase (S-ASM): qHTS. AID 504937, 2011. Potency, µM (top dose mostly 57.5 µM), for inactives: at the highest dose activity change, negative = inhibition, hits mostly inhibitors. 340,000 compounds, 0.006% hits. placental ASM, HMU-PC fluorogenic substrate, 60 min. Sphingomyelin phosphodiesterase (Homo sapiens), P17405; further: potency means the concentration at half of the fitted maximal effect
#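 Fluorogenic HMU-PC substrate (9 uM final) is turned over by placental ASM in 60 min at 37 C after a 10 min compound preincubation. Reaction ended by alkaline stop (pH 10), with fluorescence read at 386/447 nm.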
# BCR signal inh = qHTS Assay to Find Inhibitors of Chronic Active B-Cell Receptor Signaling | ABC-DLBCL IkBa-CBG/CBR reporter, luminescence ratio, 4 h | Potency, µM (doses to about 46.1 µM), for the others: at the highest dose ratio change, negative = lower green/red ratio, hits mostly inhibitors | 340,000 compounds, 0.05% hits; active means well fitted inhibition curve with a large enough effect in the signal ratio, with a control signal flat, not every such curve was filed as active; inconclusive means small, poorly fitted or top-dose-only effect, or effect the other way, or a change in a side signal; the % refers to the signal ratio;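 further: potency means the concentration at half of the fitted maximal effect; plate controls were basal doxycycline-induced cells for no effect and cells given 10 µM MG132 for full effect; MG132 reads +100%, hits lower the ratio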
#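 TMD8 human ABC-DLBCL cells with doxycycline-inducible IκBα–green luciferase fusion and unfused red luciferase, in 0.5% FBS medium; compounds up to 46 uM, 4 h at 37C. Green/red luminescence ratio, filter-overlap corrected, fitted to concentration-response curves.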
# PKM2 activator = qHTS Assay for Activators of Human Muscle isoform 2 Pyruvate Kinase. 260,000 compounds, 0.34% hits. Potency, µM (doses to about 57.5 µM), inactives show top-dose activation, most hits filed as activators. AID 1631, 2009. Pyruvate kinase PKM (Homo sapiens), P14618. purified PKM2, Kinase-Glo ATP luminescence, activation; response scale: 0% is enzyme alone, no compound; further: potency means the concentration at half of the fitted maximal effect; on the % scale 0 is the no-effect control and ±100 the full control effect; nearly all actives have a fitted effect of over 55% in size
#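 Purified hPK-M2 (>95% pure) converted ADP (0.1 mM final) to ATP with 0.5 mM PEP in 50 mM imidazole pH7.2, KCl, MgCl2, Tween 20, BSA; 1 h at room temperature. ATP detected by Kinase-Glo luminescence.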
# Coupling enz = qHTS Assay for Inhibitors of Fructose-1,6-bisphosphate Aldolase from Giardia Lamblia: Coupling assay counterscreen. activity change, negative = inhibition, % at 58.2 µM, hits read low. 290,000 compounds, 0.67% hits. coupling enzyme system counterscreen, AmpLite Red fluorescence; in the data active means activity change below about -30%; further: on the % scale 0 is the no-effect control and ±100 the full control effect
#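 Compounds tested against the coupling enzymes alone at 57.5 uM final; readout was AmpLite Red fluorescence (525/598 nm) after 20 min at RT.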
# Tb PFK inh = qHTS Assay to Find Inhibitors of T. brucei phosphofructokinase; T. brucei PFK, ADP-Glo luminescence; Potency, µM (top dose mostly 57.5 µM), for the others: at the top dose activity, negative = inhibition, most hits filed as inhibitors; 330,000 compounds, 0.17% hits; AID 485367, 2010;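 further: potency means the concentration at half of the fitted maximal effect; 0% = uninhibited 1x PFK enzyme wells and -100% = no-enzyme wells; nearly all actives have a fitted effect of over 60% in size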
# Target sequence (O15648 whole entry, looked up): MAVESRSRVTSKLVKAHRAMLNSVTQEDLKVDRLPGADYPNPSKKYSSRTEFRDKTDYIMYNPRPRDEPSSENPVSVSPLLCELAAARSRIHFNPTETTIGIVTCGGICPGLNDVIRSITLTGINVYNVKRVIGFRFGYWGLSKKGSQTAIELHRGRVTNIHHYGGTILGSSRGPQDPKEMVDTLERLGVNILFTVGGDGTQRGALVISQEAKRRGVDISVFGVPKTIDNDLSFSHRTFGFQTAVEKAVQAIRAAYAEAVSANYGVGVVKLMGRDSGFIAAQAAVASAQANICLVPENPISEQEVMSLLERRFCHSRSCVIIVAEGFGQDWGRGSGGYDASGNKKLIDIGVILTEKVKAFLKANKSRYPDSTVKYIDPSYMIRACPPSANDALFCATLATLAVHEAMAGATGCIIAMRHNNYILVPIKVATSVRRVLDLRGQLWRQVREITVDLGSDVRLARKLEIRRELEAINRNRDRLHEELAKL
#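 Luminescent ADP detection (ADP-Glo, two-step: ATP depletion then ADP-to-ATP conversion for luciferase) reported PFK activity after 45 min room-temperature reaction of 1.25 nM enzyme with 0.5 mM F6P and 0.1 mM ATP at pH 8.0.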
# a7 integrin act = qHTS for Activators of Integrin-Mediated Alleviation for Muscular Dystrophy. alpha7betagal myoblasts, beta-gal FDG fluorescence, 48 h. AID 624291, 2012. Potency, µM (titrated, usually from 38.3 µM), for the others: top-dose activation, most hits filed as activators. 350,000 compounds, 0.064% hits;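 further: potency means the concentration at half of the fitted maximal effect; 100% = response of the positive control SU9516; nearly all actives have a fitted effect of over 60% in size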
#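 Alpha7betagal+/- myoblasts (passage 13) were plated 16-24 hr, then exposed to compounds (1:260 dilution of DMSO stock) for 48 hours at 37C. After MPER lysis, β-galactosidase reporter activity was read as FDG fluorescence (ex 480/em 540) after 30 minutes.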
# * marks the source's active call; other numbers are inactive results; ? = inconclusive; . = no result given; & = joins results of further samples; [ ] = remark or other dose. Unless noted, the call rests on the fitted dose curve; in most records, active means well fitted curve in the direction sought with a large enough effect; inconclusive means small, poorly fitted or top-dose-only effect, or another doubt; inactive means no such curve, though single readings can be large; an effect the other way counts as inactive or inconclusive. Not all compounds are listed; rates above refer to the full screens.
# Second line of a record: GALK inh	TSG101-PTAP inh	Menin-MLL TR inh	Giardia kill	B2AR arrestin	S-ASM inh	BCR signal inh	PKM2 activator	Coupling enz	Tb PFK inh	a7 integrin act
CCN(CC)C(=O)c1sc(NC(=O)c2ccc3c(c2)OCO3)c(C(N)=O)c1C
→ 2%	-1%	.	19	-0.1%	-4%	0%	1%	.	-5%	23%
COc1ccc(C2c3c(oc4ccc(C)cc4c3=O)C(=O)N2c2cc(C)ccn2)cc1OC (stereo not drawn)
→ -2%	.	-18%	.	-0.2%	.	1%	-1%	-1	0%	.
COc1ccc(C2CC(c3c(O)cc(C)oc3=O)=NCCS2)c(OC)c1 (stereo not drawn)
→ 5%	-2%	11%&10%	-29	0.0%	-1%	?	-24%	5&0	-9%	-35%[inhibitor]
O=c1c([N+](=O)[O-])c(N2CCCCC2)c2ccccc2n1-c1ccccc1
→ 1%	0%	-11%	-8	0.2%	0%	-1%	-13%	4	5%	18%
CCN1CCN(CCNC(=O)CS(=O)(=O)Cc2nc(-c3ccc(C)cc3)oc2C)CC1
→ 1%	-1%	-3%	18	-1.8%	-1%	-2%	1%	-2	2%	11%
CNC(=O)c1cc2cc(OC)ccc2oc1=N
→ -2%	-5%	8%	-9	-0.6%	228%[activator]	5%	6%	-23	4%	27%
Cc1nc(Sc2ccccc2)c(C#N)c(C)c1[N+](=O)[O-]
→ -1%	-3%	.	17	-0.2%	-4%	?	-3%	4	-4%	-44%[inhibitor]
CNC(=O)c1cc2cccc(OC)c2oc1=O
→ -5%	1%	4%	-12	-0.8%	12%	-16%	2%	-2	-4%	29%
O=C1/C(=C/c2cccs2)CCC/C1=C\c1cccs1
→ -7%	0%	.	1	-0.8%	-17%	-4%	-11%	.	0%	-27%
CCC(C)(C)NC(=O)C(c1cccc(OC)c1)N(C(=O)CNC(=O)c1cccs1)c1cccnc1 (stereo not drawn)
→ 1%	-5%	-22%	0	4.2%	-3%	0%	-9%	2	1%	-16%
COc1cc(N)c(Cl)cc1C(=O)OC(C)C(=O)Nc1cccc(S(=O)(=O)N2CCOCC2)c1 (stereo not drawn)
→ .	-2%	.	10	-0.6%	.	4%	.	.	23%	-21%
O=C(c1ccco1)N1CCC(c2nc(-c3ccc(F)cc3)no2)CC1
→ 1%	-6%	-7%	-4	0.2%	1%	-3%	-6%	6	3%	10%
COc1ccc2nc(NC(=O)CN3C(=O)NC4(CCCCC4)C3=O)sc2c1
→ 0%	-4%	.	-18	-1.8%	-1%	?	-6%	.	-5%	5%
Nc1ccc(Cc2ccccn2)cc1
→ 6%	6%	-6%	2	0.0%	-2%	-14%	-5%	2	0%	8%
Cc1oc(-c2ccc(Cl)cc2)nc1CS(=O)CC(=O)NCCCN1CCN(Cc2ccccc2)CC1 (stereo not drawn)
→ -1%	-2%	.	20	0.2%	-2%	?	.	.	4%	-55%[inhibitor]
C/C(=N/NC(=O)CCC(=O)Nc1cccc(Cl)c1)c1ccc(C)cc1
→ .	-2%	1%	-16	0.3%	1%	0%	-1%	2	-3%	-4%
CCOc1ccc(N(CC(=O)Nc2cccc(OC)c2)S(C)(=O)=O)cc1
→ 5%	0%	-9%	-16	-0.6%	2%	0%	20%	0	-7%	15%
CC1=Nc2ccc(Br)cc2C(c2ccccc2)N1CC(=O)O (stereo not drawn)
→ 5%	0%	?	-1	-1.0%	-4%	9%	-3%	1	-3%	25%
COc1cccc(C2C(C(=O)c3cccs3)=C(O)C(=O)N2CCN2CCOCC2)c1OC (stereo not drawn)
→ -2%	-5%	16%	-18	-0.7%	-4%	?	.	1	2%	5%
CN(Cc1ccon1)Cc1cn(C)nc1-c1ccc(Oc2ccccc2)cc1
→ -1%	-4%	.	-11	5.5%	-5%	?	2%	0	1%	-20%
CCOC(=O)N1CCc2c(sc3c2c(=O)n(Cc2ccccc2)c(=O)n3CC(=O)NCCOC)C1
→ 7%	-4%	2%	6	0.1%	1%	0%	23%	3	-2%	10%
COC(=O)c1cn(NC(=O)C2COc3ccccc3O2)c(=O)c2ccccc12 (stereo not drawn)
→ 3%	-1%	-19%	0	-0.9%	2%	-1%	-5%	3	2%	9%
CCC(CO)NS(=O)(=O)c1cc(-c2nn(C)c(=O)c3ccccc23)ccc1C (stereo not drawn)
→ -3%	-5%	-8%	-19	-1.1%	4%	?	-11%	1	-8%	?
Cn1nc(C(=O)N2CCN(S(=O)(=O)c3ccc(Cl)cc3)CC2)c2ccccc2c1=O
→ .	2%	.	-3	-2.4%	0%	4%	.	.	-1%	-26%
COC(=O)c1n[nH]n(-c2ccc(F)c(Cl)c2)c1=O
→ 2%	0%	.	-10	-0.9%	2%	?	-6%	4	2%	23%
CC(C)(C)c1cc(NC(=O)CSc2nncs2)n(-c2ccccc2)n1
→ 2%	-4%	14%	7	-0.6%	4%	-1%	-2%	1	0%	-20%
COC(=O)CSc1nnc(-c2ccoc2C)n1-c1ccc(C)cc1
→ 5%	-5%	-6%	-9	0.0%	-2%	2%	-1%	0	0%	8%
COC(=O)[C@]1(C)N[C@H](CN(C)C(=O)NC(C)C)[C@@H]2C(=O)N(Cc3ccccc3)C(=O)[C@@H]21
→ .	3%	.	3	-1.0%	2%	2%	.	.	6%	9%
O=C(COc1ccc(Br)cc1)N1CCN(c2ccc([N+](=O)[O-])c(N3CCCCC3)c2)CC1
→ 3%	0%	5%	-18	-0.2%	-19%	11%	9%	-2	0%	1%
COc1cccc(OC)c1C(=O)Nc1c(C(=O)N2CCN(c3ccccn3)CC2)oc2ccccc12
→ -6%	-8%	.	-7	4.0%	5%	?	.	.	2%	14%

# The closing 4 compounds of the part before come first, to join the parts:
# Second line of a record: GALK inh	TSG101-PTAP inh	Menin-MLL TR inh	Giardia kill	B2AR arrestin	S-ASM inh	BCR signal inh	PKM2 activator	Coupling enz	Tb PFK inh	a7 integrin act
COC(=O)CSc1nnc(-c2ccoc2C)n1-c1ccc(C)cc1
→ 5%	-5%	-6%	-9	0.0%	-2%	2%	-1%	0	0%	8%
COC(=O)[C@]1(C)N[C@H](CN(C)C(=O)NC(C)C)[C@@H]2C(=O)N(Cc3ccccc3)C(=O)[C@@H]21
→ .	3%	.	3	-1.0%	2%	2%	.	.	6%	9%
O=C(COc1ccc(Br)cc1)N1CCN(c2ccc([N+](=O)[O-])c(N3CCCCC3)c2)CC1
→ 3%	0%	5%	-18	-0.2%	-19%	11%	9%	-2	0%	1%
COc1cccc(OC)c1C(=O)Nc1c(C(=O)N2CCN(c3ccccn3)CC2)oc2ccccc12
→ -6%	-8%	.	-7	4.0%	5%	?	.	.	2%	14%
C[C@@H](C(=O)NCC1CC1)[C@@H]1C[C@@]1(C)[C@@H](NC(=O)OCc1ccccc1)c1ccccc1
→ .	0%	-1%&-3%	4	-0.4%	-1%	-1%	2%&-5%	2&-3	-2%	1%
CCOc1cccc(OCCOCCOc2ccccc2C(C)=O)c1
→ 2%	-1%	-6%	10	1.3%	1%	-6%	6%	1	1%	4%
CC(C)(C)C(=O)N1CCC[C@H]1C(O)(c1ccccc1)c1ccccc1
→ 2%	0%	-7%	-4	3.7%	-1%	?	-21%	0	-2%	-12%
O=C(O)CN1C(=O)CC(Cc2ccc(Cl)cc2)C1=O (stereo not drawn)
→ -1%	-2%	-7%	0	0.2%	1%	5%	1%	-1	2%	10%
Cc1cccc(NC(=O)CSc2nnc(-c3ccco3)c(-c3ccco3)n2)c1C
→ 3%	-6%	?	-2	0.0%	-13%	14%	21%	-15	?	9%
